# Compound activity: PubChem, Sanford-Burnham Center for Chemical Genomics
# VHR inh color – inhibitors of human VHR1 phosphatase (DUSP3). P51452. recombinant VHR phosphatase, colorimetric substrate read-out. inhibition, % at 20 µM. 0.7% of 50,000 active. AID 1992; in the data active means inhibition above about 60%; further: some results filed as inactive read as strong as hits
# Target sequence (P51452 whole entry, looked up): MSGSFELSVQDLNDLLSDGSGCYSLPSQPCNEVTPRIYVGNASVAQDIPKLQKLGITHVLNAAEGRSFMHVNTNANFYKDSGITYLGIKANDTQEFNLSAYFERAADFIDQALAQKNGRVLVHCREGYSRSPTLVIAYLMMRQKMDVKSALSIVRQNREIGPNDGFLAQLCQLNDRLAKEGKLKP
# Starred values were filed as active, the others as inactive. The list is partial; the hit share may differ from the screen's.
SMILES | VHR inh color
O=C(Nc1cccc(Br)c1)/C(=C\c1cccs1)NC(=O)c1cccs1 | -13.5
Cc1ccc(C(=O)NC(Cc2c[nH]c3ccccc23)C(=O)O)o1 (stereo not drawn) | -18.9
Cc1ccc2oc(-c3cc(NC(=O)c4cc5ccccc5o4)ccc3O)nc2c1 | -22.5
Oc1c(C=NCc2ccncc2)sc2ccccc12 | 23.8
O=C1NC(=O)N(c2ccc(Cl)cc2)C(=O)/C1=C\c1cccc(O)c1 | 10.2
CCCCOC(=O)c1ccc(NC(=O)c2cncc(Br)c2)cc1 | -6.6
Cc1cc(C)c([N+](=O)[O-])cc1-c1ccc(C=C2C(=O)c3ccccc3C2=O)o1 | -10.8
CC(=Nc1ccccc1C)C1=C(O)CC(C)(C)CC1=O | -1.1
O=[N+]([O-])c1cc(-c2nnc(-c3ccc(Br)o3)o2)cc([N+](=O)[O-])c1 | -20.0
CN1C(=O)NC(=O)/C(=C/c2ccc(-c3cccc(C(=O)O)c3)o2)C1=O | 5.9
CCOC(=O)c1ccc(NC(=S)NC(NC(=O)c2ccc(C)cc2)C(Cl)(Cl)Cl)cc1 (stereo not drawn) | 10.8
CC(=O)Nc1cc(I)cc(C(=O)O)c1 | 5.6
COc1ccc(/C=C/C(=O)Nc2ccccc2F)cc1OC | 7.2
COc1ccc(-c2cc(C(=O)NN=Cc3c(O)ccc4ccccc34)[nH]n2)cc1 | -2.2
O=C(NCCCNC(=O)c1ccc(CN2CCOCC2)cc1)c1ccc(CN2CCOCC2)cc1 | -68.5
COc1ccc(Oc2c(C(F)(F)F)oc3c(CN(C)C)c(O)ccc3c2=O)cc1 | 2.6
CCOC(=O)N1CCN(c2cc(N3CCC(C)CC3)c(F)cc2[N+](=O)[O-])CC1 | 6.9
COc1ccc(-c2cc(=O)n3[nH]c(-c4cccc(C)c4)cc3n2)cc1 | -0.2
CCOC(=O)c1cnc2cc(-c3ccc(Br)cc3)[nH]n2c1=O | -17.9
O=C1C2C3C=CC(CC3)C2C(=O)N1/N=C/c1cc([N+](=O)[O-])cc(Br)c1O (stereo not drawn) | -19.5
O=C(Nc1ccc(NC(=S)NC(=O)c2ccco2)cc1)c1ccccc1 | -29.2
COC(=O)C1=C(C)NC2=C(C(=O)CC(c3ccc(OC)c(OC)c3)C2)C1c1ccc2c(c1)OCO2 (stereo not drawn) | 45.7
COc1ccc(C(=O)N2CCN(c3cccc(C)c3C)CC2)c(OC)c1 | -14.9
C=CCc1cccc2cc(C(=O)NC(C)c3ccccc3)c(=O)oc12 (stereo not drawn) | 5.0
O=C(CSc1nc2ccccc2s1)NCC(=O)c1ccccc1 | 3.8
Cc1ccc(C)c(OCc2nnc(NC(=O)c3ccccc3)s2)c1 | 5.1
NC(=O)CN(c1ccc(F)cc1)S(=O)(=O)c1ccccc1 | -22.0
Cc1ccc2c(c1)N(C(=O)COc1nc3ccccc3s1)C(C)(C)c1ssc(=S)c1-2 | -42.5
Cc1ccc(OCC(=O)NNC(=O)c2ccco2)c(C)c1 | -15.7
CCc1cccc(NC(=O)CC(c2ccccc2)c2ccccc2)c1 | 5.9
c1cncc(CN2CCN(Cc3ccc4ccccc4c3)CC2)c1 | -2.0
CCOc1cc(OCC)cc(C(=O)Nc2ccc(N(CC)CC)cc2)c1 | -10.5
Brc1ccc(OCCCCCn2ccnc2)cc1 | -2.7
O=[N+]([O-])c1ccc(/C=N/NS(=O)(=O)c2ccc(Cl)cc2)cc1 | -4.6
COc1cc(/C=C2/C(=O)NC(=O)N(c3ccccc3)C2=O)cc(Cl)c1O | 25.5
O=C(Nc1ccc(NC(=O)c2ccc(Cl)cc2Cl)cc1)c1ccccc1F | -23.5
CC(C)CC(=O)Nc1cc(C(=O)O)cc(C(=O)O)c1 | 0.5
COc1ccc(NC(=O)CC2Nc3cc(C)c(C)cc3NC2=O)cc1 (stereo not drawn) | 37.7
CCNC(=O)CP(=O)(c1ccccc1)c1ccccc1 | 7.0
COC(=O)CCC(=O)NNc1ccc([N+](=O)[O-])cc1 | -7.3
Cc1ccc(-c2nn3c(=O)cc(N4CCN(c5ccc(C(F)(F)F)cc5[N+](=O)[O-])CC4)nc3s2)cc1 | 3.3
CCOC(=O)c1ccc(NC(=O)CN(c2ccc(OCC)cc2)S(=O)(=O)c2ccc(SC)cc2)cc1 | -8.6
O=C(N/N=C/c1cc(Cl)cc([N+](=O)[O-])c1O)c1ccc2c(c1)OCO2 | -17.1
COc1ccc(/C(O)=C2\C(=O)C(=O)N(CCc3ccccc3)C2c2ccc(F)cc2)cc1 (stereo not drawn) | -10.2
O=S(CC(O)COc1ccc(Cl)cc1)c1ccccn1 (stereo not drawn) | -11.6
Cc1cccnc1NC(=O)COc1ccc(Cl)cc1Cl | -81.9
Oc1oc(-c2ccccc2)nc1C=Nc1ccc(Cl)c(Cl)c1 | 6.1
CC(=O)Nc1ccc(S(=O)(=O)Nc2c(C)cc(C)cc2C)cc1 | -8.5
CC1=C(C(=O)Nc2ccccc2)C(c2ccncc2)C(C#N)=C(SCC(N)=O)N1 (stereo not drawn) | -14.0
CSC(N)=NC(=NS(=O)(=O)c1ccccc1)c1ccccc1 | -11.3

# Following part.
SMILES | VHR inh color
Cc1[nH]n(-c2ccccc2)c(=O)c1C(=O)C(F)(F)F | 0.0
COc1ccc(OC(=O)c2ccc(OC)c(S(=O)(=O)N3CCOCC3)c2)cc1 | -15.0
Cc1cc(-c2ccccc2)n(C(N)=S)n1 | -17.0
CC(Oc1ccccc1)C(=O)Nc1cc([N+](=O)[O-])ccc1Cl (stereo not drawn) | 93.7
Cc1cccc(NC(=O)c2cc(-c3ccc(Br)cc3)nc3ccccc23)n1 | -30.2
Cc1cccc(N2C(=O)c3ccc(NC(=O)C(c4ccccc4)c4ccccc4)cc3C2=O)c1C | 12.9
CCCC1=NN2C(=N)/C(=C/c3ccc(OCc4ccccc4Cl)cc3)C(=O)N=C2S1 | 3.2
COC(=O)c1cc(Br)cc(NC(C)=O)c1 | -8.9
COc1cccc(N(CC(=O)Nc2ccc3ccccc3c2)S(=O)(=O)c2ccccc2)c1 | -8.5
CCCNC(=O)C1CC(=O)N(c2ccc(Br)cc2)C1 (stereo not drawn) | -8.8
COc1ccc(NC(=O)CN(c2ccc(C(C)C)cc2)S(=O)(=O)c2ccccc2)cc1OC | -11.9
O=C1c2ccccc2C(=O)N1c1ccc2nc(SCc3ccc(F)cc3)sc2c1 | -1.3
COC(=O)CNC(=O)CN(c1ccc(C)cc1C)S(=O)(=O)c1ccccc1 | -16.9
C=CCn1c(-c2ccccc2)c(NC(=O)c2ccccc2)sc1=Nc1cccc(Cl)c1 | -3.4
O=C(Nc1ccccc1)Nc1nnc(Cc2ccc(Cl)c(Cl)c2)s1 | 0.0
CCOC(=O)N1CCN(c2cc(N3CCCCC3)c(F)cc2[N+](=O)[O-])CC1 | 5.1
CC(C)c1ccc(CNc2cc(N3CCN(C(=O)c4ccccc4F)CC3)ccc2[N+](=O)[O-])cc1 | -31.7
O=c1[nH]c(=O)n(-c2ccccc2Cl)c(O)c1C=NCc1ccccc1F | -5.4
O=C(CSC1=NCCS1)n1c2c(c3ccccc31)CCCC2 | 14.4
O=C(Nc1ccc(F)c(Cl)c1)c1cnccn1 | -25.2
CCOC(=O)c1cc2c(n(-c3ccccc3)c1=O)CCCC2=O | -4.0
Cc1cccc(OCC(=O)O/N=C(\N)Cc2ccc(Cl)cc2)c1 | -26.9
CCCC(=O)Nc1cccc(-c2nc3ccccc3s2)c1C | -15.7
CC1=C(C(=O)OC(C)C)C(c2ccc(Br)cc2)C2=C(CC(c3ccc(Cl)cc3)CC2=O)N1 (stereo not drawn) | -19.4
O=C1NC(=S)S/C1=C/c1cccc(OCc2ccccc2)c1 | -5.6
CC(=O)C12c3ccccc3C(c3ccccc31)C1C(=O)N(c3ccc(F)cc3)C(=O)C12 (stereo not drawn) | -10.3
NS(=O)(=O)c1ccc(-c2ccc(/C=C3/SC(=S)N(C4CCCCC4)C3=O)o2)cc1 | 23.0
COc1cc(C2NC(=S)NC(C)=C2C(=O)Nc2ccccc2)cc(OC)c1OC (stereo not drawn) | -6.4
O=C(O)c1ccc(-n2c(O)c(/C=C3\C=Nc4ccccc43)sc2=S)cc1 | 25.1
CN1C(=O)/C(=C2\SC(=S)N(CC(=O)O)C2=O)c2ccccc21 | -0.9

# Next compounds
SMILES | VHR inh color
COc1cc(SC)ccc1C(=O)N1CCc2ccccc21 | -0.6
CCSc1nnc(NC(=O)c2ccccc2)s1 | -11.7
CCOc1ccc(C(=O)Nc2ccc3oc(-c4ccccc4C)nc3c2)cc1 | -36.9
O=C(Nc1ccccc1-c1ccccc1)c1ccc(Br)cc1 | -11.4
COc1cc(Cl)ccc1NC(=O)c1c(O)c2ccccc2n(CC(C)C)c1=O | -28.4
Cc1ccc(C)c(COc2ccc3c4c(c(=O)oc3c2C)CCC4)c1 | -11.3
CC1=C(C(=O)Nc2ccccc2)C(c2cccs2)NC(=O)N1 (stereo not drawn) | 6.0
C=CCN1C(=O)/C(=C\C(Br)=C\c2ccccc2)SC1=S | -15.3
Cc1cc(C)n(S(=O)(=O)c2ccc(F)cc2)n1 | -18.1
O=C1CC(c2ccccc2)CC(O)=C1C=NC1CCCCC1 (stereo not drawn) | 1.9
COc1ccc(NC(=O)CN(c2ccc(C)c(Cl)c2)S(C)(=O)=O)cc1 | -18.8
CC(C)Oc1ccccc1/C=C/c1nc(O)c([N+](=O)[O-])c(=O)[nH]1 | 4.6
COc1ccc(OC)c(-c2nc(-c3ccccc3)c(-c3cccs3)[nH]2)c1 | -2.8
Cc1nc(Nc2nc(O)cc(=O)[nH]2)nc2c(C)cccc12 | 24.2
CCOc1ccc2nc(NC(=O)c3cccc(Cl)c3)sc2c1 | -9.2
CCOc1ccc(C(NC(C)=O)c2ccc(OC)cc2)cc1 (stereo not drawn) | -1.2
Cc1nc2c(CN3CCCCC3)c(O)ccc2[nH]1 | 2.3
COC(=O)c1cc(NC(=O)COc2cc(C)c(Cl)c(C)c2)cc(C(=O)OC)c1 | 30.0
CN(C)c1ccc(/C=C/C(=O)c2ccc(Cl)cc2)cc1 | -40.5
COc1ccc(N(CC(=O)Nc2ccc(Cc3ccncc3)cc2)S(=O)(=O)c2ccccc2)cc1 | -19.2
CC1(C)CC(=O)C2=C(C1)c1c(ccc3ccccc13)NC2c1cn[nH]c1-c1ccccc1 (stereo not drawn) | 6.4
CSc1nc(C)c(CC(=O)c2ccc(Br)cc2)c(C)c1C#N | -8.9
CN1CCN(C(=O)c2cc3nc(-c4ccccc4)cc(C(F)(F)F)n3n2)CC1 | -8.1
O=C(NC(Cc1ccc(OC(=O)OCc2ccccc2)cc1)C(=O)O)OCc1ccccc1 (stereo not drawn) | -7.8
C1=C(c2ccc3c(c2)c2c4n3CCN(Cc3ccccc3)C4CCC2)C2CCN1CC2 (stereo not drawn) | -26.6
COc1ccc2c(c1)-c1c(ssc1=Nc1ccc(S(N)(=O)=O)cc1)C(C)(C)N2 | 7.7
O=C(O)C1CCCCC1C(=O)Nc1ccccc1Nc1ccccc1 (stereo not drawn) | 10.8
Cc1c(Cl)cccc1NC(=O)C(=O)NCCO | -20.5
CCOc1cc(/C=C2\SC(=S)NC2=O)ccc1OCc1ccccc1 | -3.8
CN(C)c1ccc(/C=N/NC(=O)c2cc(Br)ccc2O)cc1 | -14.0
CCCc1c(C)c2c(OCC(=O)O)cc(OCC(=O)O)cc2oc1=O | -6.7
Cc1ccc(-c2cc3nc(C)cc(C)n3n2)cc1 | 10.9
COC(=O)c1ccccc1NC(=O)c1cnccn1 | -26.7
O=C(O)CC12CC3CC(CC(S)(C3)C1)C2 | -14.0
Cc1ccc2c(c1)c(N=Nc1nnc3c(n1)[nH]c1ccccc13)c(O)n2C | -13.8
COc1ccc(C(=O)CC(c2cccs2)S(=O)(=O)c2ccccc2)cc1 (stereo not drawn) | 18.3

# In the list so far, these contain a cyano group:
SMILES | VHR inh color
CC1=C(C(=O)Nc2ccccc2)C(c2ccncc2)C(C#N)=C(SCC(N)=O)N1 (stereo not drawn) | -14.0
CSc1nc(C)c(CC(=O)c2ccc(Br)cc2)c(C)c1C#N | -8.9

# (next part)
SMILES | VHR inh color
COCCNC(=O)C(=O)NCCc1ccc(OC)cc1 | 10.9
O=C(Nc1cccc(I)c1)c1ccc(-c2ccccc2)cc1 | -3.5
CC12CC3CC(C)(C1)CC(C(=O)CCC(=O)O)(C3)C2 | 0.2
Clc1ccccc1C=Nc1ccc(-c2nnc(-c3ccccc3)o2)cc1 | -20.5
CCOc1ccc2c(c1)nc(C)n2CC | 5.0
CC(C)(C)C(=O)CC(O)(c1ccccc1)C(Cl)(Cl)Cl (stereo not drawn) | 3.7
COc1ccc(CN2CCN(Cc3ccco3)CC2)c(OC)c1 | 1.2
Cc1ccc(-n2nc3cc(C)c(NC(=O)COc4ccc(C)c(C)c4)cc3n2)cc1 | 5.8
C=C(C)COc1cc2oc(=O)cc(C)c2cc1Cl | -13.9
CN1C(=O)/C(=C/c2ccc(-c3ccc(F)cc3)o2)SC1=S | -2.2
COC(=O)c1cccc(N2C(=O)c3ccc(Oc4ccc([N+](=O)[O-])cc4)cc3C2=O)c1 | -5.0
COc1ccc(C(=O)/C=C/c2ccco2)cc1OC | 5.0

# Quoted from the results shown (five entries):
SMILES | VHR inh color
CC12CC3CC(C)(C1)CC(C(=O)CCC(=O)O)(C3)C2 | 0.2
Clc1ccccc1C=Nc1ccc(-c2nnc(-c3ccccc3)o2)cc1 | -20.5
CCOc1ccc2c(c1)nc(C)n2CC | 5.0
CC(C)(C)C(=O)CC(O)(c1ccccc1)C(Cl)(Cl)Cl (stereo not drawn) | 3.7
COc1ccc(CN2CCN(Cc3ccco3)CC2)c(OC)c1 | 1.2

# The listing continues:
SMILES | VHR inh color
CC1(C)Cc2ccccc2/C(=C/C(=O)N2CCCCCC2)N1 | 11.6
O=C1C2C3C=CC(C4CC34)C2C(=O)N1c1cccnc1 (stereo not drawn) | -2.9
CCOC(=O)C1CCN(C(=O)/C=C/c2cccc([N+](=O)[O-])c2)CC1 | -7.7
Cc1ccc(N=Cc2c(C)[nH]c3ccccc23)cc1I | 2.7
N#C/C(=C\c1c[nH]c2ccccc12)C(=O)Nc1ccc(F)cc1 | -8.2
COc1ccc(C(=O)O/N=C(\N)c2ccc(OC)c(OC)c2)cc1 | 0.5
